NOD2 RIPK2 PPI – inhibitors of human NOD2-RIPK2 interaction. O43353. CHO BLA complementation NOD2-RIPK2, CCF4 ratio. inhibition, % at 4.98 µM. hit rate 0.38% among 360,000. AID 624267; in the data active means inhibition above about 21%;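 further: 0% = vehicle only and 100% = reference blocker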
Exocytosis inh – lytic granule exocytosis inhibition; TALL-104 LAMP-1 surface exposure, flow cytometry; cells stimulated with thapsigargin and PMA; inhibition, % at 10 µM; hit rate 0.66% among 360,000;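 active means inhibition above about 55%, limit read from the data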
TLR9-MyD88 block – TLR9-MyD88 interaction inhibition | Q9NR96+Q99836 | CHO BLA complementation TLR9-MyD88, CCF4 FRET ratio | inhibition, % at 4.98 µM | hit rate 0.21% among 340,000 | AID 504734;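 active means inhibition above the mean over all tested compounds plus 3 SD, cut at about 21% in these data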;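 further: 0% = DMSO only wells and 100% = clavulanate BLA inhibitor control wells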
NCOA1 inh – human NCOA1 inhibition; inhibition, % at 3.6 µM; hit rate 0.12% among 360,000; Q15788; HEK293 GAL4-SRC1 luciferase reporter, luminescence; AID 588354;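 active means inhibition above the campaign mean plus 3 SD, with each screening campaign given its own cutoff, cut at about 60% in these data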;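 further: 0% = DMSO treated cells and 100% = gossypol at 36 µM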
SRC2 inh – human SRC2 (NCOA2) inhibition; Q15596; HEK293 GAL4-SRC2 luciferase reporter, luminescence; inhibition, % at 9 µM; hit rate 0.17% among 370,000;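 active means inhibition above the mean inhibition of all tested compounds plus 3 SD, set per campaign, cut at about 52% in these data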;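 further: 0% = DMSO treated cells and 100% = cells given Gossypol at 36 µM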
ABHD5 PLIN5 PPI – blocks binding of human ABHD5 to perilipin-5. inhibition, % at 4 µM. hit rate 0.78% among 360,000. Split G. princeps luciferase complementation, luminescence, 4 h. AID 602281. Q00G26+Q8WTS1;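 active means inhibition above the mean inhibition across every tested compound plus 3 SD, cut at about 22% in these data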;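 further: 0% = DMSO only wells and the 100% control is not disclosed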
Target sequence (Q00G26 whole entry, looked up): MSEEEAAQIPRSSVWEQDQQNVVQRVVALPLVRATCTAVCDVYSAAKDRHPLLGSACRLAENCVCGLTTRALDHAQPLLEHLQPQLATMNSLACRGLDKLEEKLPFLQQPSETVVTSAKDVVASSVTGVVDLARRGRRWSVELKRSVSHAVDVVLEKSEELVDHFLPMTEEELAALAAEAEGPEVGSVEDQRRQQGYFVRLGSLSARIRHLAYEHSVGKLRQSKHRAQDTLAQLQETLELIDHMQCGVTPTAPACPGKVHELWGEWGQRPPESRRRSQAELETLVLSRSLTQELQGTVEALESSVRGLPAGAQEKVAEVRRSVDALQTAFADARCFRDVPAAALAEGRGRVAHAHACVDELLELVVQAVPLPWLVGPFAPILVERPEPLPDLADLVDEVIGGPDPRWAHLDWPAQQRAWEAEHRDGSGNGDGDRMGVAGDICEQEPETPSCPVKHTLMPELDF
Target sequence (Q8WTS1 whole entry, looked up): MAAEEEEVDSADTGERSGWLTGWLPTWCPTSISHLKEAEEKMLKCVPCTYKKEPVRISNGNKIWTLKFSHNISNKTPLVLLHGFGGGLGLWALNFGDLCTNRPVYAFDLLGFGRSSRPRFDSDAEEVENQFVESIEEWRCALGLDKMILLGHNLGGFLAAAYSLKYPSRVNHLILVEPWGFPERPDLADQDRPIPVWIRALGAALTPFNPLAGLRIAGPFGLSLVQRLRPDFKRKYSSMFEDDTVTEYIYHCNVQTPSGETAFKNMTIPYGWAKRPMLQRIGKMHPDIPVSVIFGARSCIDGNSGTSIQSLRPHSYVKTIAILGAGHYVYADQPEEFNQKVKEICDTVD
TWEAK Fn14 block – TWEAK-Fn14 signaling inhibition. hit rate 2% among 360,000. inhibition, % at 10 µM. TWEAK-stimulated Fn14 reporter cells, luciferase luminescence, 8 h; in the data active means inhibition above about 50%
COUP-TFII inh – NR2F2 (human) inhibition, primary screen; HEK293T NGFI-A luciferase reporter, luminescence; inhibition, % at 8.6 µM; hit rate 0.7% among 370,000;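 active means inhibition above a per-plate cutoff, mean inhibition of test wells between control levels plus 3 SD, cut at about 38% in these data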;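 further: cells cotransfected with COUP-TFII expression vector driving the NGFI-A reporter; 0% = median of COUP-TF2 test wells and 100% = reporter-only cells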
LRH-1 inv ag – suppresses constitutive activity of human LRH-1; HEK293T StAR-luciferase reporter, LRH-1 transfected, 24 h; inhibition, % at 3.6 µM; hit rate 0.13% among 360,000; AID 602396;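 active means inhibition above the mean inhibition of all tested compounds plus 3 SD, cut at about 73% in these data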;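 further: 0% = DMSO wells and 100% = reporter-only cells lacking LRH-1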
NCOA3 inh – inhibitors of human steroid receptor coactivator 3 (SRC3). AID 588352. inhibition, % at 3.6 µM. HEK293 GAL4-SRC3 luciferase reporter, luminescence. hit rate 0.17% among 360,000. Q9Y6Q9;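 active means inhibition above a per-campaign cutoff, the mean of all compounds plus 3 SD, cut at about 60% in these data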;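 further: 0% = DMSO-treated cells and 100% = gossypol-treated cells at 36 µM; higher means less SRC3-driven luciferase light from the GAL4 reporter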
TROY signal inh – blocks TROY-dependent signaling in reporter cells; Q293 LMP1-TROYcd NF-kB luciferase reporter, 4 h; inhibition, % at 10 µM; hit rate 0.98% among 360,000;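 active means compounds whose plate-normalised and pattern-corrected inhibition of the luciferase reporter signal at the single screening dose is 50% or more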
* marks the source's active call; other numbers are inactive results; . = no result given. This is a subset. The share of hits here may be higher or lower than overall.

1	COc1ccc(C2(NC(C)=O)CCN(C(=O)c3ccco3)CC2)cc1
2	CC(C)(C)c1ccc(S(=O)(=O)/N=C2\C=C(NS(=O)(=O)c3ccccc3)C(=O)c3ccccc32)cc1
3	Cc1cccnc1C1=NOC(Cc2ccccc2)C(=O)N1CCOc1ccc(F)cc1 (stereo unspecified)
4	CCn1c(C(=O)Nc2ccsc2C(=O)OC)cc2sc(Cl)cc21
5	COc1ccc(Br)c2c1C(=O)CC2
6	CC1(C)C2CCC1(CS(=O)(=O)NC(CC(=O)O)c1cccc(Br)c1)C(=O)C2 (stereo unspecified)
Compound,1,2,3,4,5,6
NOD2 RIPK2 PPI,0,2,-8,-5,-14,-13
Exocytosis inh,-4,20,4,-1,7,-2
TLR9-MyD88 block,6,11,.,-8,0,0
NCOA1 inh,-14,10,-3,-9,-12,1
SRC2 inh,-16,3,-9,13,-5,-25
ABHD5 PLIN5 PPI,4,-7,-2,-4,6,-19
TWEAK Fn14 block,4,14,21,19,23,39
COUP-TFII inh,3,22,-1,-6,5,-11
LRH-1 inv ag,-4,6,3,-2,19,-13
NCOA3 inh,-6,-6,-7,-44,7,9
TROY signal inh,-2,11,-1,8,6,-2

Full records, quoted from the list.
COc1ccc(Br)c2c1C(=O)CC2 in the list: NOD2 RIPK2 PPI: -14; Exocytosis inh: 7; TLR9-MyD88 block: 0; NCOA1 inh: -12; SRC2 inh: -5; ABHD5 PLIN5 PPI: 6; TWEAK Fn14 block: 23; COUP-TFII inh: 5; LRH-1 inv ag: 19; NCOA3 inh: 7; TROY signal inh: 6
CC1(C)C2CCC1(CS(=O)(=O)NC(CC(=O)O)c1cccc(Br)c1)C(=O)C2 (stereo unspecified) in the list: NOD2 RIPK2 PPI: -13; Exocytosis inh: -2; TLR9-MyD88 block: 0; NCOA1 inh: 1; SRC2 inh: -25; ABHD5 PLIN5 PPI: -19; TWEAK Fn14 block: 39; COUP-TFII inh: -11; LRH-1 inv ag: -13; NCOA3 inh: 9; TROY signal inh: -2

Other results
7	CC(=O)c1cccc(NC(=O)CSc2nnc(-c3ccc(S(=O)(=O)N4CCCC4)cc3)o2)c1
8	OC(Cn1cncn1)(Cn1cncn1)c1ccc(F)cc1F
9	Cc1noc(C)c1S(=O)(=O)N1CCC(C(=O)NCCCN2CC(C)CC(C)C2)CC1 (stereo unspecified)
10	COc1ccc2cc(Br)ccc2c1CC(=O)N1CCCC1
11	O=C(NCC1CCCO1)C(c1ccc(N2CCOCC2)cc1)N(C(=O)Cn1nnc2ccccc21)c1ccccc1F (stereo unspecified)
12	CN(Cc1ccccc1)C(=O)c1ccc(NC(=O)Cc2ccc(NC(=O)C3CCN(C(=O)C4CCCCC4)CC3)cc2)cc1
Compound,7,8,9,10,11,12
NOD2 RIPK2 PPI,-1,-6,3,-1,-2,7
Exocytosis inh,-5,6,-1,-4,-6,-1
TLR9-MyD88 block,-12,-1,8,4,-8,-8
NCOA1 inh,-2,-2,-9,13,16,-22
SRC2 inh,5,-21,20,22,3,1
ABHD5 PLIN5 PPI,-1,0,3,2,-2,5
TWEAK Fn14 block,-5,-14,3,-5,-9,-57
COUP-TFII inh,3,14,-8,13,5,-2
LRH-1 inv ag,6,-6,-4,14,5,1
NCOA3 inh,2,-6,-7,15,-2,-4
TROY signal inh,-15,-4,1,7,8,0

13	COC(=O)c1cn(C(=O)/C=C/c2ccc(OC)c(OC)c2)c2ccccc12
14	CCC[C@H]1CN(Cc2ccccc2)C(=O)[C@@H]1CC(=O)NC
15	O=C(NN=C1CCCC1)c1cc(-c2ccccc2)n[nH]1
16	COc1ccc(S(=O)(=O)N2CCCCC2)cc1NC(=O)c1cccc(S(=O)(=O)N2CC(C)OC(C)C2)c1 (stereo unspecified)
17	COc1cccc(CNS(=O)(=O)c2c(C)[nH]c(C)c2C(=O)N2CCCCC2)c1
18	COc1ccc(C(=O)COC(=O)CCNS(=O)(=O)c2ccccc2)c(OC)c1
Compound,13,14,15,16,17,18
NOD2 RIPK2 PPI,-1,5,0,-3,-5,-9
Exocytosis inh,3,-2,-6,-1,-1,-3
TLR9-MyD88 block,2,4,21,-5,-12,5
NCOA1 inh,-23,-15,2,4,11,-2
SRC2 inh,-8,-15,7,4,16,-13
ABHD5 PLIN5 PPI,-1,-3,5,0,-4,5
TWEAK Fn14 block,38,-4,4,2,27,-3
COUP-TFII inh,-16,-21,5,6,-3,-16
LRH-1 inv ag,8,-15,-9,-4,17,4
NCOA3 inh,17,-3,15,7,9,-18
TROY signal inh,17,-7,0,14,4,-9

19	O=C(Nc1ccc(F)cc1)C(CCc1ccccc1)N1CCN(C(=O)c2ccco2)CC1 (stereo unspecified)
20	Cc1cc(F)ccc1S(=O)(=O)Nc1ccccc1C(=O)Nc1ccccc1-c1nc2ccccc2[nH]1
21	COc1ccccc1C(=O)OCC(=O)NC(=O)NC1CCCCC1
22	Cc1oc(-c2ccc(Cl)cc2)cc1-c1nn2c(-c3ccoc3C)nnc2s1
23	COCc1[nH][nH]c(=O)c1C=Nc1ccccc1
24	N#Cc1ccc(NC(=O)Cn2cnc(S(=O)(=O)N3CCOCC3)c2)cc1
Compound,19,20,21,22,23,24
NOD2 RIPK2 PPI,5,-1,-11,-17,-7,-8
Exocytosis inh,-12,90*,0,-1,-2,-2
TLR9-MyD88 block,.,-3,3,0,-2,-15
NCOA1 inh,.,-5,-14,-13,0,-6
SRC2 inh,-4,.,-27,-2,-13,.
ABHD5 PLIN5 PPI,0,-16,6,24*,-1,5
TWEAK Fn14 block,.,102*,-18,7,4,17
COUP-TFII inh,7,.,-21,11,11,.
LRH-1 inv ag,-4,0,9,-8,-4,4
NCOA3 inh,.,8,6,-9,32,-32
TROY signal inh,.,70*,-24,4,6,-4

25	O=S(=O)(c1ccccc1)c1ccccc1/C=N\O
26	COc1ccc(C(C(=O)NC2CCCCC2)N(Cc2ccco2)C(=O)c2ccccn2)c(OC)c1 (stereo unspecified)
27	COc1ccccc1CNc1cc(-c2ccccc2)ccc1OC
28	CCCCCCc1cc2cc(-c3nnc(-c4ccccc4OC)o3)c(=O)oc2cc1O
29	Cc1ccc(NC(=O)COC(=O)CNC(=O)c2ccc(Cl)cc2Cl)cc1S(=O)(=O)N1CCOCC1
30	CC(=NNc1ccc([N+](=O)[O-])cn1)c1ccccc1
Compound,25,26,27,28,29,30
NOD2 RIPK2 PPI,-3,2,-5,0,-9,-3
Exocytosis inh,4,-3,-1,6,40,6
TLR9-MyD88 block,-11,-4,-5,-6,5,0
NCOA1 inh,8,-5,-7,-8,-21,-49
SRC2 inh,6,2,-14,-3,-5,-51
ABHD5 PLIN5 PPI,10,-1,-9,7,-4,-1
TWEAK Fn14 block,-10,4,-34,44,-2,-3
COUP-TFII inh,13,3,6,-2,0,-7
LRH-1 inv ag,-5,-6,9,-12,-3,-23
NCOA3 inh,21,2,3,12,-5,-56
TROY signal inh,-2,-2,-41,44,10,-54

Part of the list above, limited to NOD2 RIPK2 PPI:
entry	mol	NOD2 RIPK2 PPI
8	OC(Cn1cncn1)(Cn1cncn1)c1ccc(F)cc1F	-6
9	Cc1noc(C)c1S(=O)(=O)N1CCC(C(=O)NCCCN2CC(C)CC(C)C2)CC1 (stereo unspecified)	3
10	COc1ccc2cc(Br)ccc2c1CC(=O)N1CCCC1	-1
11	O=C(NCC1CCCO1)C(c1ccc(N2CCOCC2)cc1)N(C(=O)Cn1nnc2ccccc21)c1ccccc1F (stereo unspecified)	-2
12	CN(Cc1ccccc1)C(=O)c1ccc(NC(=O)Cc2ccc(NC(=O)C3CCN(C(=O)C4CCCCC4)CC3)cc2)cc1	7

Continued.
31	O=C(CN1C(=O)C2C3C=CC(C3)C2C1=O)NCCC1=CCCCC1 (stereo unspecified)
32	O=C(NCc1cccc(C(F)(F)F)c1)c1csc([C@@H]2C[C@H](O)[C@@H](CO)O2)n1
33	O=S1(=O)CCOC[C@H](CC2CCCCC2)N1Cc1cccc(F)c1
34	CCc1ccccc1NS(=O)(=O)c1cc2c(cc1C)n(C)c(=O)c(=O)n2C
35	CCOC(=O)C1=C(c2ccccc2)OC(N)=C(C#N)C1c1ccc(Br)s1 (stereo unspecified)
36	O=C(CN(CC1CCCO1)C(=O)CNS(=O)(=O)c1ccc(Cl)cc1)NCC1CCCO1 (stereo unspecified)
Compound,31,32,33,34,35,36
NOD2 RIPK2 PPI,2,-3,-12,-2,1,-6
Exocytosis inh,0,-6,-2,0,-5,0
TLR9-MyD88 block,-5,.,2,-8,-2,-4
NCOA1 inh,-15,-15,10,8,-10,-15
SRC2 inh,5,-2,-2,-14,20,-23
ABHD5 PLIN5 PPI,-5,2,7,-9,-4,-10
TWEAK Fn14 block,-2,8,-2,1,10,6
COUP-TFII inh,6,16,3,1,-19,13
LRH-1 inv ag,-7,-3,10,-15,1,-1
NCOA3 inh,-37,1,-7,18,-2,-10
TROY signal inh,-23,3,-16,-5,-13,10

37	CC(/C=N\NC(=O)Cn1cncn1)=C/c1ccc(C(C)C)cc1
38	CCOC(=O)c1sc2nc3n(c(=O)c2c1C)CCC3
39	CC(C)NC(=O)COC(=O)c1ccc(S(=O)(=O)N2CCCC2)cc1
40	CN(Cc1c(F)cccc1Cl)C(=O)C1CC(=O)N(CCc2ccccc2)C1 (stereo unspecified)
41	CSCCC(N=C(NS(=O)(=O)c1ccccc1)c1ccccc1)C(=O)O (stereo unspecified)
42	COc1ccc(C(C)NC(=O)c2ccc(Br)cc2)cc1OC (stereo unspecified)
43	CCC(C)c1ccc(NC(=O)C2CCN(c3ccc(C(F)(F)F)cn3)CC2)cc1 (stereo unspecified)
44	C=CCNC(=O)CN1c2cccc3cccc(c23)S1(=O)=O
45	O=C(c1ccc(S(=O)(=O)N2CCCCC2)cc1)N1CCN(c2ccccc2)CC1
Compound,37,38,39,40,41,42,43,44,45
NOD2 RIPK2 PPI,-11,-5,-8,-14,11,-4,-9,-4,-5
Exocytosis inh,-2,6,4,-3,5,-1,1,1,-1
TLR9-MyD88 block,.,-1,5,2,-3,1,3,-2,1
NCOA1 inh,-18,-31,-5,-4,12,4,11,1,3
SRC2 inh,4,-23,19,5,-11,-2,7,-16,4
ABHD5 PLIN5 PPI,-9,4,2,2,-5,-4,-12,-9,1
TWEAK Fn14 block,9,-13,13,-10,-15,3,19,-2,12
COUP-TFII inh,12,-14,7,-19,-4,-6,7,20,21
LRH-1 inv ag,-20,-65,-26,6,3,-3,1,-3,-8
NCOA3 inh,-18,-29,-26,-4,23,19,7,-1,-9
TROY signal inh,-32,-26,16,-8,4,29,2,-9,-16
